Screening results as filed in PubChem BioAssay.
S aureus QS inh: S. aureus quorum sensing inhibitors, primary screen, RNAIII-GFP reporter, flow cytometry; inhibition, % at 2 µM; S. aureus RN6390 RNAIII-GFP reporter, AIP-induced, flow cytometry 3 h; 0.3% of 24,000 active;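 active means share of bacteria positive for the green fluorescent reporter and its mean brightness both inhibited by 50% or more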;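 further: 0% = AIP-stimulated control and 100% = unstimulated bacteria without AIP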
S aureus QS inh GFP MFI %: also measured in S aureus QS inh; calls as there; inhibition, %; measured here: inhibition of GFP MFI
* hit, by the source's call. Some of the compounds tested, so the mix of outcomes need not match the whole.

SMILES | S aureus QS inh | S aureus QS inh GFP MFI %
Cc1ccc2c(C)[nH]c(=O)cc2c1 | -1 | 1
OCCNc1nc2ccc(Cl)cc2[nH]1 | -1 | 8
Cc1ccc(C)n1NC(=O)c1ccco1 | 0 | -9
CN(C(=O)c1coc(=O)c2ccccc12)c1ccc(F)cc1 | -1 | -5
Cc1cc(C)c(Cn2c(=O)n(CCCC(=O)NCc3ccco3)c(=O)c3ccccc32)c(C)c1 | 1 | 14
CCn1nc(C(=O)OCC(=O)N2CCc3ccccc32)c2ccccc2c1=O | 0 | 20
Cc1cccn2c(=O)c3cc(C#N)c(=NC(=O)c4ccncc4)n(Cc4ccco4)c3nc12 | -1 | 2
CCC(C)NC(=O)c1c(C)cc(=O)oc1C (stereo unspecified) | -1 | -9
CN(C)S(=O)(=O)c1ccc(C(=O)N2CCC(c3nc4ccccc4o3)CC2)cc1 | 0 | 4
COc1ccccc1OC(C)C(=O)O (stereo unspecified) | 4 | 15
CC(=O)N1CCN(c2ccc(S(=O)(=O)N3CCCCC3)cn2)CC1 | 4 | 16
Cc1[nH]c2ccccc2c(=O)c1CN(C)Cc1ccccc1 | 0 | 15
COc1cc(CN/C(C)=C(\C#N)C(N)=O)cc(OC)c1OC | -1 | -3
COc1ccc(C2/C(=C(/O)c3ccccc3)C(=O)C(=O)N2CC(C)O)c(OC)c1 (stereo unspecified) | 6 | 18
NC(=O)C1CCN(c2nc(-c3ccccc3)nc3ccccc23)CC1 | 0 | 6
O=C(NCc1ccccn1)C1CCCN(Cc2cnn(-c3ccccc3)c2-n2cccc2)C1 (stereo unspecified) | -2 | 14
O=C(Nc1ccncc1)c1cncc(Br)c1 | 0 | 6
COc1cc2c(OC)cccc2cc1C(=O)O | 1 | 40
COc1ccccc1-n1c(SCC(=O)Nc2nnc(C)s2)nc2c(c1=O)SCC2 | -3 | 1
Cc1ccc(CC2C(=O)N(c3ncccn3)C(=O)C2C)cc1 (stereo unspecified) | -1 | 4
Cc1cc(C)n(-c2nc(C)nc3c2cnn3-c2ccccc2)n1 | 1 | 13
COCCn1c(SCC(=O)N2CCc3ccccc32)nc2c(c1=O)SC(C)C2 (stereo unspecified) | -2 | -17
O=C(CCn1cccc1)NCc1ccc(Cl)cc1 | 6 | 13
O=C(CCS(=O)(=O)c1ccc(Br)s1)NCc1cccs1 | 2 | 11
CC(=O)NC(CCS(C)(=O)=O)C(=O)Nc1ccc(C)c(F)c1 (stereo unspecified) | 0 | -5
COc1ccc2cc3cc(C(=O)Nc4ccc5c(c4)OCCO5)oc3nc2c1 | 0 | -3
CN1CCN(CCCNC(=O)C2CCN(c3nnc(-n4cccc4)s3)CC2)CC1 | 3 | 17
CN(C)CCNC(=O)c1ccc2c(c1)N(Cc1ccc(F)cc1)CCS2 | -5 | -7
COC(=O)C1=C(C)NC(C)=C(C(=O)OC)C1c1ccccc1[N+](=O)[O-] | 0 | 4
COC(=O)c1c(-c2cccc(OC)c2)csc1N | 2 | 23
CC(=O)NCCn1c(SCC#N)nc2ccccc2c1=O | -4 | -1
S=c1[nH]nc(-c2ccco2)n1-c1cccc2ccccc12 | -2 | -13
Cc1ccc(N2CCN(C(=O)C3CCN(S(=O)(=O)c4cccc5nsnc45)CC3)CC2C)cc1 (stereo unspecified) | -1 | -12
CCOc1ccc(C(C)=O)cc1N1C(=O)C2C3C=CC(C3=C(C)C)C2C1=O (stereo unspecified) | 1 | -9
Cc1ccc(OCC(=O)Nc2ccc(S(=O)(=O)Nc3onc(C)c3C)cc2)cc1 | 0 | -1
Cc1ccc(C)c(NC(=O)c2nnn(Cc3ccccc3)c2N)c1 | 13 | 24
CCN(CC)S(=O)(=O)c1cccc(C(=O)Nc2ccc(C#N)cc2)c1 | 4 | 8
COc1cccc(NC(=O)COc2ccccc2C(N)=O)c1 | -1 | -5
Cc1cccc(-n2c(N)c(C(=O)N3CCN(C)CC3)sc2=S)c1 | 0 | 4
Cc1ccnc(NS(=O)(=O)c2cccc3nsnc23)c1 | 0 | 22
COC(=O)c1cc2ccsc2n1Cc1nc(-c2ccc(OC)cc2)oc1C | -1 | -1
CCN(CC)C(=O)CN(c1cc(Cl)ccc1OC)S(C)(=O)=O | 0 | 3
CCN1CCN(C(=O)c2nn(-c3ccc(C)cc3)c(=O)c3c2c2ccccc2n3C)CC1 | 1 | 22
Cc1ccc2nc(NC(=O)CCNS(=O)(=O)c3ccc(Br)s3)sc2c1 | -4 | -3
CCOc1ccc(-n2c(Cc3cc(=O)[nH]c(=O)[nH]3)nnc2SC(C)C(=O)OC)cc1 (stereo unspecified) | -6 | -71
Cc1ccc(NC(=O)CC2Oc3ccccc3NC2=O)c(C)c1 (stereo unspecified) | 0 | 7
CCCS(=O)(=O)N1CCCC(C(=O)NCCCN2CCCC2=O)C1 (stereo unspecified) | 0 | 4
O=C(O)c1cc(-c2ccccc2Cl)n[nH]1 | -1 | -8
O=C(c1ccc(CS(=O)(=O)c2ccc(Br)cc2)o1)N1CCN(C2CCCCC2)CC1 | -2 | 3
Cc1cccn2c(=O)c3cc(C(=O)N4c5ccccc5CC4C)n(C)c3nc12 (stereo unspecified) | 0 | 9
CCCCNc1cc(C)oc(=O)c1C(C)=O | 2 | 39
O=C(O)CCc1ccc(-c2ccccc2)n1CC(=O)O | 9 | 22
O=S(=O)(NCCOCC(F)(F)C(F)F)c1ccc2oc3ccccc3c2c1 | 4 | 6
Cc1c(NS(=O)(=O)c2ccc3c(c2)CCN3C(=O)C2CC2)c(=O)n(-c2ccccc2)n1C | 4 | 14
O=C1NC(Cc2c[nH]c3ccccc23)C(=O)N1CCOc1ccccc1 (stereo unspecified) | 0 | -5
N#Cc1cccc(NC(=O)NCCc2c[nH]c3ccccc23)c1 | -1 | -6
Cc1ccc(S(=O)(=O)N2CCCC2C(=O)n2nc(C)cc2C)cc1 (stereo unspecified) | -3 | -14
COc1ccc(Cl)cc1C(=O)NCCc1ccc(S(=O)(=O)NC(=O)NC2CCCCC2)cc1 | 2 | 6
O=C(CCN1C(=O)COc2ccccc21)NCc1ccco1 | 1 | -1
O=C(Nc1ccc2c(c1)OCO2)C1CCCN(c2nc3ccccc3s2)C1 (stereo unspecified) | 0 | 36

Among those listed so far, these have a furan ring, fused or not.
SMILES | S aureus QS inh | S aureus QS inh GFP MFI %
Cc1ccc(C)n1NC(=O)c1ccco1 | 0 | -9
Cc1cc(C)c(Cn2c(=O)n(CCCC(=O)NCc3ccco3)c(=O)c3ccccc32)c(C)c1 | 1 | 14
Cc1cccn2c(=O)c3cc(C#N)c(=NC(=O)c4ccncc4)n(Cc4ccco4)c3nc12 | -1 | 2
COc1ccc2cc3cc(C(=O)Nc4ccc5c(c4)OCCO5)oc3nc2c1 | 0 | -3
S=c1[nH]nc(-c2ccco2)n1-c1cccc2ccccc12 | -2 | -13
O=C(c1ccc(CS(=O)(=O)c2ccc(Br)cc2)o1)N1CCN(C2CCCCC2)CC1 | -2 | 3
O=S(=O)(NCCOCC(F)(F)C(F)F)c1ccc2oc3ccccc3c2c1 | 4 | 6
O=C(CCN1C(=O)COc2ccccc21)NCc1ccco1 | 1 | -1

New compounds follow
SMILES | S aureus QS inh | S aureus QS inh GFP MFI %
COc1ccc(N2CCN(C(=O)CSc3ccccc3)CC2)cc1 | 0 | 9
CCc1nnc(NC(=O)CSc2nc3ccccc3s2)s1 | 0 | 2
CN(CCCNC(=O)C1CCN(S(=O)(=O)c2cccc3nsnc23)CC1)Cc1ccccc1 | -3 | -11
CCOC(=O)N1CCC(NC(=O)c2cc3c(C)nc4ccccc4c3o2)CC1 | -2 | -2
Cc1ccc(C)c(NC(=O)CCn2nc(C)cc2C)c1 | 3 | 12
CCOc1ccccc1NC(=O)C1Cc2ccccc2CN1S(C)(=O)=O (stereo unspecified) | -3 | -9
Cc1cccc(N2CCN(S(=O)(=O)c3cnc[nH]3)CC2)c1C | 6 | 21
CCn1c(SCc2nc(-c3ccccc3)no2)nc2ccccc21 | 0 | 6
Cc1ccc(S(=O)(=O)N2C3C=CC(C3)C2C(=O)O)cc1 (stereo unspecified) | -6 | -28
O=C(Cn1cc2c(n1)CCCCC2)N1CCc2ccccc21 | 4 | 16
N#Cc1nc(-c2ccccc2F)oc1NCCN1CCOCC1 | 4 | 20
COc1ccc(-c2noc(CCC(=O)Nc3nc4ccccc4s3)n2)cc1 | 12 | 28
O=C1Nc2ccccc2OC1CC(=O)N1CCOCC1 (stereo unspecified) | 5 | 13
CCc1ccc(NC(=O)CCNS(=O)(=O)c2cccc3nonc23)cc1 | -1 | -4
CCOc1ccccc1CNC(=O)C1CCCN(c2nc3ccccc3o2)C1 (stereo unspecified) | 4 | 11

Retrieved one by one from the list above, 5 records:
SMILES | S aureus QS inh | S aureus QS inh GFP MFI %
Cc1cc(C)c(Cn2c(=O)n(CCCC(=O)NCc3ccco3)c(=O)c3ccccc32)c(C)c1 | 1 | 14
COCCn1c(SCC(=O)N2CCc3ccccc32)nc2c(c1=O)SC(C)C2 (stereo unspecified) | -2 | -17
COc1ccc(N2CCN(C(=O)CSc3ccccc3)CC2)cc1 | 0 | 9
O=C(CCN1C(=O)COc2ccccc21)NCc1ccco1 | 1 | -1
Cc1cc(C)n(-c2nc(C)nc3c2cnn3-c2ccccc2)n1 | 1 | 13

Other structures.
SMILES | S aureus QS inh | S aureus QS inh GFP MFI %
COc1ccc(N2CCN(C(=O)COc3ccc4ccccc4c3)CC2)cc1 | 0 | 2
CC(=O)OCC(=O)[C@H]1CC[C@H]2[C@@H]3CC=C4C[C@@H](O)CC[C@]4(C)[C@H]3CC[C@]12C | 0 | 8
Cc1nc2ccccc2cc1O | 0 | -15
COc1ccc(N2CCN(C(CNC(=O)c3ccc4c(c3)OCO4)c3cccnc3)CC2)cc1 (stereo unspecified) | 3 | 16
NC(=O)CCCC1=NS(=O)(=O)c2ccccc2N1 | 2 | 9
O=C(NCCCn1ccnc1)C(=O)NCC(c1cccnc1)N1CCN(c2ccc(F)cc2)CC1 (stereo unspecified) | -1 | 5
CCCNC(=O)c1noc2c1CCc1ccccc1-2 | 4 | 9
Cc1ccc(OCCN2C(=O)OC(C)(C)C2(C)O)cc1 (stereo unspecified) | 25 | 48
O=C1SC(SC(=Nc2ccccc2)Nc2ccccc2)C(=O)N1c1ccccc1 (stereo unspecified) | -17 | -24
CC(=O)Nc1ccc(S(=O)(=O)NCc2cn3c(C)csc3n2)cc1 | 1 | 0
CCOC(=O)N1CCN(C(=O)CSc2nnc(Cc3cccn3C)n2CCc2ccccc2)CC1 | 0 | -10
Cc1nc2ncnn2c(C)c1CCC(=O)N1CCN(c2ccccn2)CC1 | 0 | 18
COc1ccccc1Cn1nnc2c(=O)[nH]c(C3CCN(C(=O)c4ccc(F)cc4)CC3)nc21 | -12 | -55
Cc1nnc(NC(=O)CSc2cn(CCNC(=O)c3ccccc3)c3ccccc23)s1 | 1 | 6
CSC1=NCCN1C(=O)COc1ccc2ccccc2c1 | -4 | -12
CCOc1ccc2nc(N3CCC(C(=O)Nc4nnc(CC)s4)CC3)sc2c1 | -6 | -12
COc1cc2c(C(=O)NCCCN3CCN(c4cccc(Cl)c4)CC3)cn(C)c(=O)c2cc1OC | -2 | -8
O=C(NCC1CCCO1)C1CCC(CNS(=O)(=O)c2ccccc2)CC1 (stereo unspecified) | 0 | 11
COc1ccc(CNc2ccc(C(=O)O)cc2)cc1 | -1 | -19
COC(=O)C1Cc2c([nH]c3ccccc23)CN1 (stereo unspecified) | -1 | -4
COc1cc(C2=NOC(C(=O)N3CCCCCC3)C2)cc(OC)c1OC (stereo unspecified) | 3 | 7
c1ccc(COc2nsnc2N2CCOCC2)cc1 | 0 | 7
Cc1cccc2cc(CN(CCN3CCOCC3)C(=O)Nc3ccccc3F)c(=O)[nH]c12 | 9 | 18
COC(=O)c1oc2ccc(Br)cc2c1NC(=O)CCCN1C(=O)c2ccccc2C1=O | 34 | 54
COc1ccc(CCNC(=O)c2cc3ccccn3n2)c(OC)c1OC | -2 | -3
NC(=O)c1cc2ccc(O)cc2oc1=NCc1ccccc1 | -1 | -33
O=C(NCc1ccc(F)cc1)C1CCN(S(=O)(=O)N2CCC3(CC2)OCCO3)CC1 | -3 | -5
CCN1CCN(CCNC(=O)c2ccc(CS(=O)(=O)c3ccccc3C)o2)CC1 | 0 | -1
CCOc1cccc2cc(-c3nnc(NCc4ccco4)s3)c(=O)oc12 | 0 | 18
O=C(CCCCCn1c(=O)[nH]c2ccsc2c1=O)N1CCN(C2CCCCC2)CC1 | -2 | 5
Cc1ccc2oc(=O)n(CC(=O)O)c2c1 | 5 | -6
COc1cccc(Cn2nnc3c(=O)[nH]c(C4CCCN(C(=O)c5ccccc5Cl)C4)nc32)c1 (stereo unspecified) | 10 | 12
COc1ccc(NC(=O)CSc2nc3c(c(=O)[nH]2)CCC3)cc1OC | -1 | 23
CC(=O)c1cccc(NC(=O)c2ccc(NS(C)(=O)=O)cc2)c1 | -1 | -13
CC1CCCCC1NC(=O)C1CCN(S(=O)(=O)N2CCC3(CC2)OCCO3)CC1 (stereo unspecified) | 5 | 16
CN(CC(=O)NCCc1ccccc1)S(=O)(=O)c1cccs1 | 1 | -9
CNc1csc(C)c(C)c1=O | -3 | -12
CC(=O)c1cc(-c2ccccc2)n(CC(=O)NCc2cccs2)c1C | -3 | -9
Cc1ccccc1NC(=O)CSc1nnc(Cc2cccn2C)n1-c1ccc(F)cc1 | -6 | -28
O=C(NCCN1CCN(c2ccccc2F)CC1)C1c2ccccc2C(=O)N2CCc3ccccc3C12 (stereo unspecified) | -1 | 2
CC1CCN(C(=O)CNC(=O)Cn2ccc3ccccc3c2=O)CC1 | 12 | 21
COC(=O)CNC(=O)COC(=O)c1cc(Cl)cc(Cl)c1N | -1 | 1
CCN(CC)S(=O)(=O)c1cc(C(=O)Nc2ccccc2C(=O)O)ccc1OC | -1 | -22
